# From PubChem
# PfHsp90 yeast 2: reduces growth (ATP signal) of yeast expressing P. falciparum Hsp90. S. cerevisiae expressing PfHsp90, BacTiter-Glo ATP, 48 h; yeast lacking PDR1 and PDR3 efflux regulators. inhibition, % at 9.4 µM. 310,000 tested, 0.32% active. AID 504621;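 active = every replicate shows inhibition above about 80%, whatever the replicate mean, limit read from the data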;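 also: 0% = DMSO neutral controls and 100% = 20 µM radicicol positive controls; yeast relying on Plasmodium falciparum Hsp90 in place of its own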
# phage Ecoli inh: E. coli growth loss with phage present; growth absorbance; inhibition, % at 11.9 µM; 360,000 tested, 0.26% active; in the data active = inhibition above about 11%
# PKA-R1A act: activates the PKA-R1A holoenzyme complex; P00514+P68181; 340,000 tested, 0.083% active; activation, % at 11.4 µM; PKA-R1A dissociation, Cy5-IP20 fluorescence polarization; scaled: DMSO 0%, 113 µM cGMP 100%;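 active = percent activation above the mean of all tested compounds plus 3 SD, cut at about 19% in these data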;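 also: higher means more PKAc released from R1A so a rise in polarization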
# Mot1-301 SUMO: inhibitors of SUMOylation pathway: yeast Mot1-301 growth rescue. S. cerevisiae Mot1-301 growth rescue, ATP luminescence, 38.5C; percent above DMSO median, 100 means doubled. AID 2716. 320,000 tested, 1% active. growth rescue, % at 18.8 µM;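 active = every valid replicate shows activation above 250% relative to neutral control wells; inactive = the rest, any valid replicate at or below 250%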;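 also: OY570 slx delta 5 strain wells were the positive control but not used for scaling; some compounds called inactive have numbers as strong as hits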
# Arr AP2 block: inhibitors of human beta-arrestin and AP2 interaction; inhibition, % at 10 µM; AID 504490; 340,000 tested, 0.31% active; FITC-arrestin peptide / GST-AP2 beads, flow cytometry; AP2 beta2 appendage carries R879A mutation;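 active = inhibition above a set limit, near 3 SD of compounds lacking own fluorescence, cut at about 54% in these data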;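 also: plate controls were DMSO wells for no effect and 5 µM unlabelled arrestin peptide for full effect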
#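 System: GST-AP2 R879A glutathione beads; medium: PBS, Tween 20 0.05%, BSA 0.1%; reagent: fluorescein-tagged arrestin peptide at 50 nM final; schedule: pre-incubation 12 min, peptide binding 1 h, room temperature; detection: flow cytometry, FL1 (488/535 nm); read-out: inhibition as reduced fluorescein signal on beads, percent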
# MOR-DOR ag: agonists of human mu-delta opioid receptor heterodimerization; 340,000 tested, 0.3% active; cells, OPRM1-OPRD1 heterodimerization, luminescence; activation, % at 9.3 µM; P35372+P41143; in the data active = activation above about 18%;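 also: 0% = vehicle-treated cells and 100% = reference agonist; values of inactives mirror those of a sister screen read the other way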
# Target sequence (P35372 whole entry, looked up): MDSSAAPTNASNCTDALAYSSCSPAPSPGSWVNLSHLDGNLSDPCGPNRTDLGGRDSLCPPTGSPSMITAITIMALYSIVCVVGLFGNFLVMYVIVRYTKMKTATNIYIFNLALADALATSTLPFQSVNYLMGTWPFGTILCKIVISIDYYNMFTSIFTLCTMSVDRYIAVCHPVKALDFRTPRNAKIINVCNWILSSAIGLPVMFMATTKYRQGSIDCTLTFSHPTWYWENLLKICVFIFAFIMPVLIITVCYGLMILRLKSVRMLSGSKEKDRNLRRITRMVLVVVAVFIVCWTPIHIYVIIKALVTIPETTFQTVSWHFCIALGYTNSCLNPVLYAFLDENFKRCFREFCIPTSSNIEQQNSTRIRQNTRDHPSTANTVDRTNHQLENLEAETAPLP
# Target sequence (P41143 whole entry, looked up): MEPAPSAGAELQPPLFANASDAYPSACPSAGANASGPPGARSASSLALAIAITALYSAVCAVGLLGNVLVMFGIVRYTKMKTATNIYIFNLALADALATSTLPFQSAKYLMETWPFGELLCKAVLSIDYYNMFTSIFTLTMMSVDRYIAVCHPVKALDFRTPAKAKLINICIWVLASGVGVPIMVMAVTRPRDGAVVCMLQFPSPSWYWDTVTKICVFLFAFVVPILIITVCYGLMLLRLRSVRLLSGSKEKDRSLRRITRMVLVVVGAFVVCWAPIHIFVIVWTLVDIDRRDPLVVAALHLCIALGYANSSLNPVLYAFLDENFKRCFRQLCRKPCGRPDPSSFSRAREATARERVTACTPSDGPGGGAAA
# MOR-DOR inv ag: inverse agonists of human mu-delta opioid receptor heterodimerization; cell-based MOR-DOR heterodimer luminescence, inverse agonism; inhibition, % at 9.3 µM; 340,000 tested, 0.21% active; AID 504357; in the data active = inhibition above about 22%, passing the limit was not always enough;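 also: 0% = cells with DMSO and 100% = wells without cells with DMSO; values of inactives mirror those of a sister screen read the other way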
# Tat transport: E. coli Tat transport inhibition. E. coli MC4100 TorA-mCherry Tat export, fluorescence. inhibition, % at 10 µM. 340,000 tested, 0.036% active. AID 488895;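 active = mean replicate inhibition at least 50% and at least half of replicates individually reaching 50%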;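 also: exported cargo escapes ClpAP degradation while cytoplasmic cargo is degraded and loses fluorescence; 0% = median of neutral control wells and 100% = median of NaSCN control wells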
# Pemphigus Ab inh: blocks pemphigus antibody binding to human desmoglein-3. AID 588358. P32926. 310,000 tested, 0.48% active. binding (percent of control), % at 10 µM. DSG3-coupled beads, scFv-anti-DSG3-GFP binding, flow cytometry; stronger effect = lower value;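 active = binding more than 3 SD below its plate's average and above zero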;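 also: hits lower antibody fragment binding to DSG3; some compounds called inactive have numbers as strong as hits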
# Ecoli viability: counter-screen for AddAB inhibitors: E. coli growth inhibition; AID 449728; inhibition, % at 11.9 µM; 330,000 tested, 0.27% active; E. coli V3065 growth, OD600 absorbance, 18 h;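 active = inhibition above the campaign's mean inhibition across all tested compounds plus 3 SD, cut at about 9.9% in these data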;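 also: uninfected addAB+ strain grown without phage in ampicillin broth; 0% = DMSO wells and 100% = ciprofloxacin 0.95 µg/ml wells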
# AddAB inh: less growth of phage-infected E. coli with AddAB | E. coli expressing H. pylori AddAB, absorbance growth | inhibition, % at 11.9 µM | 330,000 tested, 0.29% active | AID 435030; in the data active = inhibition above about 12%;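 also: 0% = vehicle wells of infected cells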
# An asterisk follows results filed as active; . = not tested or not shown.
SMILES,PfHsp90 yeast 2,phage Ecoli inh,PKA-R1A act,Mot1-301 SUMO,Arr AP2 block,MOR-DOR ag,MOR-DOR inv ag,Tat transport,Pemphigus Ab inh,Ecoli viability,AddAB inh
O=C(CCCN1CCN(c2ccccn2)CC1)c1ccc(F)cc1,20,4.7,6,351*,14,-0.9,5,10,.,-1.3,-1.4
N#CC(c1cccc(Cl)c1)c1ncc(C(F)(F)F)cc1Cl (centres undefined),.,-3.3,-3,-24,6,-1.0,5,-4,96,0.0,5.7
CCOc1ccc(N2CC(C(=O)NC3CCSC3=O)CC2=O)cc1 (centres undefined),-3,1.6,8,173,1,-1.4,7,12,115,0.1,3.9
CC(C)CNC(=O)C(=O)Nc1ccc(N(C)C)cc1,14,2.9,4,1,9,-1.3,7,4,112,-2.0,1.8
CCOC(=O)[C@H]1[C@H]2COc3ccccc3[C@@H]2N2C(=O)c3ccccc3NC(=O)[C@@]12C,-17,-2.9,1,-21,0,-2.3,11,13,105,-0.7,2.5
CN(Cc1cccs1)C(=O)COc1ccc(-c2nnco2)cc1,-7,-0.1,2,-7,-3,-1.6,9,-5,107,-0.6,2.0
O=C(CNS(=O)(=O)c1ccc2ccccc2c1)NCCc1ccccn1,30,0.1,0,15,8,0.0,0,-13,99,-3.2,-1.9
c1ccc(CNc2ncnc3nc[nH]c23)cc1,-3,3.3,-3,-17,-5,-1.8,10,-8,.,-0.3,-1.9
CCCn1c(N)c(C(=O)COC(=O)CCS(=O)(=O)c2ccc(C)cc2)c(=O)[nH]c1=O,7,0.7,-6,-25,47,-3.5,14,-10,113,1.6,3.7
CN1CCN(CC(=O)Nc2ccc(Oc3ccccc3)cc2)CC1,4,-3.2,-4,-3,4,-2.4,10,-2,105,0.7,-2.1
COC(=O)Cc1c(C)nc2nc(NCc3ccc(Cl)cc3)[nH]n2c1=O,.,3.9,-8,-12,25,-2.1,12,0,106,0.6,-0.1
CC(=O)OCC1=C(C(=O)O)N2C(=O)C(NC(=O)c3ccc(F)cc3)C2SC1 (centres undefined),-1,1.5,-6,40,31,-2.9,14,-3,93,0.2,-0.2
COc1ccc(S(=O)(=O)NN(C)c2nc(C(F)(F)F)nc3ccccc23)cc1,-20,2.8,0,28,5,-0.9,5,-2,86,0.6,2.3
O=C1N[C@@H](Cc2cnc[nH]2)C(=O)N2CCC[C@@H]12,5,3.8,-1,121,21,-1.5,8,2,.,-2.8,1.6
CCc1ccccc1NC(=O)CN1C(=O)c2ccccc2S1(=O)=O,-34,0.3,6,0,-1,0.8,-4,1,107,2.5,4.7
O=C(CN1CCN(Cc2ccccc2Cl)C1=O)NCCCN1CCOCC1,1,2.1,-5,-8,0,-1.9,9,-5,88,-0.8,1.7
O=C(COC(=O)c1ccccc1)Nc1ncc([N+](=O)[O-])s1,.,4.4,2,30,35,-0.2,1,0,87,0.3,3.0
O=C(NCc1ccco1)c1ccc2c(=O)n(-c3ccccc3)c(=O)n(Cc3cccc(F)c3)c2c1,-4,0.9,-1,-7,-3,-3.6,18,-10,103,-1.3,1.6
Cc1nnc(NC(=O)CSc2nnc(C)n2-c2ccc(F)cc2)s1,-3,2.1,1,-3,19,-1.2,6,-2,100,3.4,1.4
O=C(O)c1ccc(C(=O)c2ccc3c(c2)C(=O)N(CCO)C3=O)cc1,14,1.2,-7,13,3,-0.3,2,-6,88,1.1,1.1
CN(CCCNC(=O)c1cccn2c(=O)c3ccccc3nc12)Cc1ccccc1,-23,3.1,-10,-4,11,1.9,-10,-8,112,1.0,0.5
Cc1cccc(N2CCN(C(=O)c3cccc(S(=O)(=O)N4CCOCC4)c3)CC2)c1C,.,1.9,-15,.,-4,1.3,-8,5,103,.,.
COc1ccc(CNc2nc(=S)[nH]c3cc(OC)c(OC)cc23)cc1,-9,2.1,-1,3,-21,0.2,-1,-5,102,-1.6,-1.9
CNCC(=O)Nc1c(C)n[nH]c1C,17,2.0,-7,-4,-10,0.7,-4,2,99,0.9,1.0
CCOc1ccc(-c2nnc3ccc(SC(C)C)nn23)cc1,-58,3.6,-7,17,-6,-0.2,1,14,94,-2.1,-0.9
CCCN1C(=O)CC(Sc2ncccc2C(=O)O)C1=O (centres undefined),-2,0.8,-15,11,1,-1.9,10,-6,93,1.3,0.8
Cc1nnc(SCc2nc3sc(C(=O)O)c(C)c3c(=O)[nH]2)s1,11,3.4,-6,4,34,-0.4,2,-6,97,0.3,0.5
COc1ccccc1CNC(=O)c1ccc(-c2ccccc2)cc1,-11,2.4,-6,5,-2,-1.5,10,-6,84,-0.4,1.8
O=C(NCc1ccccc1)c1ccccc1C(=O)c1ncc[nH]1,13,1.2,-6,-2,10,-2.0,12,-1,97,0.2,0.2
O=C(O)c1ccccc1Nc1ccc([N+](=O)[O-])c2nonc12,1,.,-6,173,2,1.0,-4,1,89,-1.4,-1.4
COc1ccc(CCn2nnnc2C(CC(C)C)N2CCC(C(N)=O)CC2)cc1OC (centres undefined),-10,1.1,-6,5,7,-2.0,10,-8,107,2.5,1.3
C=C(C)C(=O)Nc1cccc(C2=NOC3(C2)C[C@@H](C(N)=O)N(C(=O)c2cc([N+](=O)[O-])cc([N+](=O)[O-])c2)C3)c1 (some centres undefined),-27,2.3,0,-13,0,3.2,-17,20,104,-0.7,1.6
N=c1ccn(CC(=O)NC(N)=O)c2ccccc12,2,2.2,3,-16,-6,-2.2,12,1,82,-0.2,0.3
Cc1cccc(Cn2cccc2/C=C2/C(=N)N3C=CSC3=NC2=O)c1,-22,1.9,5,1,37,-2.6,16,-9,101,0.8,0.9
Cc1cccc(NC(=O)COC(=O)COc2ccc3c(c2)CCC3)c1,10,1.5,5,13,-2,3.0,-11,7,104,-2.3,-0.4
CCOC(=O)N1CCN(C(=O)CS(=O)(=O)c2cn(Cc3ccc(F)cc3)c3ccccc23)CC1,-3,0.3,-7,-14,4,-2.1,12,0,78,-3.2,-2.2
COc1cccc(N2CC(O)=C(c3ccccc3)C2=N)c1,13,2.4,-11,-17,-6,-1.0,5,6,104,1.2,1.9
O=C1Cc2cc(NS(=O)(=O)c3cc(F)ccc3F)cc3c2N1CCC3,.,.,-6,-18,13,-0.4,3,8,105,-0.1,-0.1
Cc1cccc(CCNC(=O)CCNC(=O)Cn2ccc3ccccc3c2=O)c1,.,3.0,-3,-21,1,-2.6,14,-1,105,1.0,3.1
CCNC(=S)N1CCC(NC(=O)c2ccco2)CC1,15,1.2,-14,13,-25,1.3,-7,-2,102,-1.5,0.2
Cn1c(-c2ccc(F)cc2)cc2onc(-c3ccccc3Cl)c2c1=O,-15,2.5,10,10,-8,1.1,-5,-12,98,3.2,3.6
CC1=C(C(=O)OCCOC(C)C)C(c2cc3c(cc2Br)OCO3)CC(=O)N1 (centres undefined),0,-3.1,7,-16,14,0.5,-3,3,94,0.8,0.8
COC(=O)c1[nH]c2ccc(Cl)cc2c1NC(=O)C1CC1,-8,3.7,0,11,24,-3.1,14,4,.,-2.1,1.9
O=C(Nc1ccc(S(=O)(=O)Nc2nccs2)cc1)c1ccc(S(=O)(=O)N2CCOCC2)cc1,-23,1.8,-15,-1,-4,-3.2,14,7,98,-1.7,0.9
CSc1nncc(/C(C)=N/O)n1,-4,3.5,1,7,24,-2.5,13,6,80,-0.3,1.9
COC(=O)c1ccc(NC(=O)Cn2nc(C)c3ccccc3c2=O)cc1,-6,-2.8,0,1,-12,-2.0,10,-1,108,-0.1,-1.2
CCCCNC(=O)Nc1ccc(Br)cn1,-1,3.8,-6,17,-1,2.1,-12,35,116,2.7,2.2
COCCN1C(=O)N(c2ccccc2)C(=O)C1CC(=O)Nc1cc(OC)cc(OC)c1 (centres undefined),-6,0.9,0,-4,2,1.9,-10,0,111,-1.9,2.5
Cc1ccc(C)c(NC(=S)N=Nc2c(O)n(C)c3ccc(S(=O)(=O)N4CCOCC4)cc23)c1,-21,0.3,-5,-1,21,3.2,-22,4,89,-0.3,-2.4
CC(=O)c1ccc(S(=O)(=O)N2CCN(C(=O)c3ccc(N)c([N+](=O)[O-])c3)CC2)cc1,2,3.4,-7,-12,-2,-3.1,13,0,.,-3.2,-0.6
C=CCn1c(CCc2ccc(OC(C)C)cc2)n[nH]c1=S,-3,0.6,-12,-7,-10,0.1,0,4,90,0.7,1.3
Nc1c(C(=O)NCc2ccc3c(c2)OCO3)nnn1CC(=O)Nc1ccc(Br)cc1,14,0.3,-10,-9,-3,8.9,-48,-17,.,-2.4,3.9
CCC(=O)c1ccc(OCC(=O)OCC(=O)NCC2CCCCC2)cc1,22,1.3,3,3,-5,-4.5,22,-7,102,-1.7,1.7

# A run of entries taken from the entries so far:
SMILES,PfHsp90 yeast 2,phage Ecoli inh,PKA-R1A act,Mot1-301 SUMO,Arr AP2 block,MOR-DOR ag,MOR-DOR inv ag,Tat transport,Pemphigus Ab inh,Ecoli viability,AddAB inh
Cn1c(-c2ccc(F)cc2)cc2onc(-c3ccccc3Cl)c2c1=O,-15,2.5,10,10,-8,1.1,-5,-12,98,3.2,3.6
CC1=C(C(=O)OCCOC(C)C)C(c2cc3c(cc2Br)OCO3)CC(=O)N1 (centres undefined),0,-3.1,7,-16,14,0.5,-3,3,94,0.8,0.8
COC(=O)c1[nH]c2ccc(Cl)cc2c1NC(=O)C1CC1,-8,3.7,0,11,24,-3.1,14,4,.,-2.1,1.9
O=C(Nc1ccc(S(=O)(=O)Nc2nccs2)cc1)c1ccc(S(=O)(=O)N2CCOCC2)cc1,-23,1.8,-15,-1,-4,-3.2,14,7,98,-1.7,0.9
CSc1nncc(/C(C)=N/O)n1,-4,3.5,1,7,24,-2.5,13,6,80,-0.3,1.9
COC(=O)c1ccc(NC(=O)Cn2nc(C)c3ccccc3c2=O)cc1,-6,-2.8,0,1,-12,-2.0,10,-1,108,-0.1,-1.2
CCCCNC(=O)Nc1ccc(Br)cn1,-1,3.8,-6,17,-1,2.1,-12,35,116,2.7,2.2
COCCN1C(=O)N(c2ccccc2)C(=O)C1CC(=O)Nc1cc(OC)cc(OC)c1 (centres undefined),-6,0.9,0,-4,2,1.9,-10,0,111,-1.9,2.5
